miR122 inh: miR-122 Renilla sensor signal increase in Huh7, primary screen, miR-122 inhibitor project, cell-based, single point, plate reader. 340,000 tested, 0.3% active. AID 602342, 2012. Huh7 miR-122 Renilla luciferase sensor, 48 h; neutral wells = 0, positive control = 100. activation (reporter increase), % at 12.5 µM;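 active = mean replicate activation score at least 90 and every replicate individually at or above 90; inconclusive = only one of the two criteria met; inactive = neither criterion met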;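 also: higher luciferase means less miR-122 activity so hits act as miR-122 inhibitors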
ERp5 inh: inhibitors of ERp5-driven insulin aggregation, primary screen, biochemical, turbidity, absorbance 650 nm, single point; 90 min; 350,000 tested, 0.05% active; inhibition, % at 9.99 µM; Protein disulfide-isomerase A6 (Homo sapiens), Q15084;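 active = mean replicate inhibition above about 25%, with every replicate also reaching it, limit read from the data, passing the limit was not always enough; inconclusive = only one of those two criteria met; inactive = neither criterion met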
Target sequence (Q15084 whole entry, looked up): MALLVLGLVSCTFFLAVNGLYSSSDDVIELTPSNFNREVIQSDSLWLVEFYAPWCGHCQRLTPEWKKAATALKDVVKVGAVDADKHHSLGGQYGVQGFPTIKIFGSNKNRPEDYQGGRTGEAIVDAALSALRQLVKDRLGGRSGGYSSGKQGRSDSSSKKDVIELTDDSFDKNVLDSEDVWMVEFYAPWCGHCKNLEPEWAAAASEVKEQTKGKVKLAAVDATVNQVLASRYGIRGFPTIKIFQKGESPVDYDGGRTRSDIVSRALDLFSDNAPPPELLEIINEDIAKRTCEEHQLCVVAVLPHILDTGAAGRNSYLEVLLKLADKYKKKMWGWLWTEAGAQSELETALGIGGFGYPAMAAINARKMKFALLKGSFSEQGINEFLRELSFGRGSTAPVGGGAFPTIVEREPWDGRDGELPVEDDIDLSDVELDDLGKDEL
SIRT5 block: SIRT5 desuccinylase inhibitors, primary screen, biochemical, fluorescence imaging, single point, set 5; AID 652115, 2013; NAD-dependent protein deacylase sirtuin-5, mitochondrial (Homo sapiens), Q9NXA8; inhibition, % at 15 µM; Purified SirT5, succinyl-peptide AMC, trypsin-coupled fluorescence; 330,000 tested, 1.1% active; in the data active = inhibition above about 15%; inconclusive = no clear call, values can overlap the other calls
Target sequence (Q9NXA8 whole entry, looked up): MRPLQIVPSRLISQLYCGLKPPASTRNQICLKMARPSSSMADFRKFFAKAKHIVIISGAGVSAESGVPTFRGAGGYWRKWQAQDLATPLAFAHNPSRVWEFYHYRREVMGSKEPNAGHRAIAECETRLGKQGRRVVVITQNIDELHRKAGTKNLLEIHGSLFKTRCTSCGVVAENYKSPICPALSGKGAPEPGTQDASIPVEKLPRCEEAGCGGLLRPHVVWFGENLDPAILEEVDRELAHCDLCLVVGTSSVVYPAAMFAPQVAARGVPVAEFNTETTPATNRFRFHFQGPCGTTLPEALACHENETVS
ARNT-TACC3 inh: disruptors of ARNT/TACC3 protein interaction, primary screen, biochemical, AlphaScreen, single concentration; Transforming acidic coiled-coil-containing protein 3 (Homo sapiens), Q9Y6A5; AlphaScreen His-ARNT PAS-B/GST-TACC3 binding, luminescence; TACC3 fragment carries E629A point mutation; inhibition, % at 9.99 µM; 390,000 tested, 0.66% active; AID 623870, 2012;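 active = mean inhibition of replicates at least 50% and at least half of replicates each reaching 50%; inconclusive = half or more replicates reach 50% but mean below 50%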;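 also: 0% = complete ARNT plus TACC3 wells and 100% = ARNT alone without TACC3; many hits fall short of the cut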
esBAF inh: Bmi1 luciferase reporter increase in mESCs, primary screen, esBAF inhibitor project, mouse ES cells, Bmi1 luciferase knock-in, single point; 24 h; 100% = twice the neutral-well signal; reporter increase, % at 12.5 µM; 350,000 tested, 2% active; AID 602393, 2012; in the data active = activation above about 40%; inconclusive = no clear call, values can overlap the other calls;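 also: 0% = median of the plate's neutral control wells and 100% = double that signal; a rise in the Bmi1 reporter signal indicates esBAF inhibition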
Statin myotox sup: suppressors of statin myotoxicity in C2C12 myotubes, primary screen, cell-based, single point, plate reader | AID 602340, 2012 | C2C12 myotubes + simvastatin, ATP luminescence, 48 h; scaled: DMSO 0, geranylgeraniol control 100 | 330,000 tested, 0.78% active | rescue of ATP level, % at 7.49 µM;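 active = mean ATP rescue above about 67%, or every replicate alone reaching that limit, limit read from the data, passing the limit was not always enough; inconclusive = no clear call, values can overlap the other calls; inactive = mean under the limit and some replicate under it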;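 also: myotubes were challenged with 10 µM simvastatin during compound exposure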
Cneo AK release: Cryptococcus neoformans cell lysis inducers, primary screen, AK release luminescence, single concentration; C. neoformans lysis, adenylate kinase release luminescence, 4 h; normalised: neutral wells 0, clomiphene wells 100; lysis activity, % at 15 µM; 360,000 tested, 0.2% active; AID 651654, 2012;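 active = mean lysis activity across replicates of at least 80%, whatever share of replicates individually reach that level; inactive = mean lysis activity below 80%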
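Material: C. neoformans cells; Schedule: 4 h static compound exposure, 37 °C, read 1 h post-reagent; Measured by: adenylate kinase release luminescence; Read-out: signal increase indicating cell lysis; Controls: Clomiphene as positive lysis control.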
Numbers without * were called inactive; u = inconclusive; x = not tested or not shown; & = joins results of further samples; [ ] = dose if it differs, or a comment. Hits appear at their usual frequency; 4% or so of the library scored in one or more.

SMILES	miR122 inh	ERp5 inh	SIRT5 block	ARNT-TACC3 inh	esBAF inh	Statin myotox sup	Cneo AK release
O=C(COc1ccc(F)cc1)NCC1CCCO1 (stereo unspecified)	-3	x	x	-14	1	-14	0
C[C@H]1CCC[C@]2(O[C@H](CCO)C[C@@H](O)[C@@H]2O)O1	x	8	x	-3	1	20	-1
Cc1ccc(S(=O)(=O)N2CCC(C(=O)NCCc3ccccc3)CC2)cc1	-2	x	x	-7	2	-8	1
CCCNC(=O)C[C@@H]1CC[C@@H]2[C@@H](COc3ccc(NC(=O)c4cccc(C(F)(F)F)c4)cc3C(=O)N2C)O1	-1[16.7 µM]	1	2	10	1	-18	2
CN(C)N1C(N)=C(C#N)C(c2cccs2)C2=C1CCCC2=O (stereo unspecified)	x	1	-4	-1	x	x	x
Cc1nc2ccccc2nc1N1CCCCC1	2	x	x	0	10	x	1
CSc1ccccc1NC(=O)COc1ccc(Cl)cc1	-6	x	x	-15	x	x	-15
O=c1cc(CN2CCN(c3ccc(F)cc3)CC2)c2cc3c(cc2o1)CCCC3	-3	x	x	-2	-1	-44	-2
CN(C)/C=C/C(=O)c1ccc(Cl)c([N+](=O)[O-])c1	x	4	17*	-2	x	x	x
O=C1C=C(NCc2ccco2)C2(CCCCC2)O1	-6	x	x	x	-8	2	-7
COc1ccccc1-c1cnc2c(c1)C(=O)N([C@H](C)CO)C[C@H](C)[C@H](CN(C)C(=O)c1ccncc1)O2	-3[16.7 µM]	-1	x	x	-1	15	x
COc1cccc(C(C)(O)c2nc(-c3ccoc3)cs2)c1 (stereo unspecified)	-5	0	x	x	-4	6	0
COc1cccc(NC(=O)NC2(C(F)(F)F)Oc3ccccc3O2)c1	-4	x	x	22	x	x	-4
c1ccc(N=P(N2CCOCC2)(N2CCOCC2)N2CCOCC2)cc1	-3	x	x	1	3	2	0
COc1cc(C2NC(=S)NC(C)=C2C(=O)c2ccccc2)ccc1O (stereo unspecified)	3	x	x	7	x	x	-1
COc1cccc(C(=O)Nc2cccc(OCC(=O)O)c2)c1	0	x	x	-1	-3	-35	-1
CC1(c2ccccc2)NC(=O)N(CC(=O)NCC2CCCO2)C1=O (stereo unspecified)	-4	-3	-1	-2	-6	3	-1
COc1cccc(C(=O)COC(=O)COc2c(C)cc(C)cc2C)c1	-3	4	0	1	-1	1	-1
COc1ccc(N2CCN(c3nc(C)c(C)c(=O)[nH]3)CC2)cc1	-6	-2	-1	-9	0	0	-2
Cc1cc(C)cc(NC(=O)Nc2ccccc2N2CCCCC2)c1	2	10	-7	-6	-4	-12	-2
C[C@@H]1CN([C@@H](C)CO)C(=O)c2cc(NS(C)(=O)=O)ccc2O[C@@H]1CN(C)C(=O)Nc1ccc(C(F)(F)F)cc1	-3[16.7 µM]	0	4	44	-3	-20	1
CCN(CC(=O)Nc1c(F)cccc1F)C(=O)c1ccc(S(=O)(=O)N2CCCCC2)cc1	x	-2	-3	1	2	-7	x
CCOC(=O)c1nn(-c2ccc(C)cc2)c2nc(Nc3ccccc3)cc(=O)n12	x	x	x	-3	-13	2	4
O=C(C[C@@H]1CC[C@@H]2NC[C@@H](O)COC[C@H]2O1)NCCN1CCCC1	36[16.7 µM]	-5	0	-13	-19	-27	1
COC(=O)N/N=C/c1c(C)c(C(=O)c2ccc(F)cc2)n2ccccc12	-7	x	x	2	x	x	-2
COc1cccc2cc(C(=O)N3CC(C)OC(C)C3)c(=O)oc12 (stereo unspecified)	-1	5	-1	11	-9	-15	1
CO[C@@H]1CN(C)C(=O)c2ccc(NS(=O)(=O)c3ccc(C)cc3)cc2OC[C@H](C)N(C)C[C@@H]1C	1[16.7 µM]	-1	-9	-6	1	8	2
Cc1ccc(Sc2ncccc2C(=O)N(C)Cc2cccs2)c(C)c1	3	-8	-3	-3	-8	-1	-1
C=CCN(c1ccccc1)S(=O)(=O)c1ccc2c(c1)NC(=O)C(C)C(=O)N2 (stereo unspecified)	-4	-1	-3	-4	-6	4	0
C[C@@H]1CN([C@H](C)CO)S(=O)(=O)c2ccc(-c3cccnc3)cc2O[C@@H]1CN(C)C(=O)NC1CCCCC1	27[16.7 µM]	-3	-4	-7	1	2	7
CN(CC(=O)NCc1cccnc1)S(=O)(=O)c1ccc(F)cc1	-3	3	-2	6	-4	1	0
Cc1cc(NC(=O)CSc2nc(-c3ccccc3)nc3c2c(=O)n(C)c(=O)n3C)no1	0	3	-8	-2	-6	-6	3
O=C(O)c1ccc(N/N=C/c2cccc3cccnc23)cc1	1	4	3	-2	x	x	-4
COc1cc(OC)c(NC(=O)c2c(-c3ccccc3)noc2C)cc1Cl	-1	x	x	23	-1	-10	-1
CC(C)CC(=O)NC(=S)NCCc1ccccc1	0	x	x	-3	19	-5	11
COCC(=O)Nc1ccc2c(c1)C(=O)N(C)C[C@@H](OC)[C@H](C)CN(C(=O)c1ccncc1)[C@H](C)CO2	-2[16.7 µM]	-3	-5	-11	2	5	-3
COCC(=O)N1CCCCN2[C@H](CO)[C@@H](c3ccc(-c4ccccc4)cc3)[C@@H]2C1	-1[16.7 µM]	-3	-4	-4	x	x	-1
CSc1nnc(-c2ccc(C(F)(F)F)cn2)o1	-6	6	1	x	x	x	-2
O=C(COC(=O)c1ccc(O)cc1O)Nc1cccc2ccccc12	4	-11	1	0	9	4	-1
N/C(Cc1ccc(Cl)cc1)=N\OC(=O)c1ccccc1	-3	11	-3	x	x	x	2
Cn1cnnc1SCC(=O)Nc1nc(-c2ccccc2)cs1	4	3	3	5	x	x	x
CCCCNC(=O)CCc1c(C)nc2nc(-c3cc(OC)cc(OC)c3)nn2c1C	3	x	x	-6	10	x	7
Cc1ccc(NC(=O)c2ccc3c(c2)CCN3S(C)(=O)=O)c(C)c1	10	-1	3	-1	20	-11	0
COC(=O)c1c(NC(=O)CN2CCC3(O)CCCCC3C2c2ccccc2OC)sc(C)c1C (stereo unspecified)	-7	0	-2	-8	x	x	-1
COc1cc(C(C(=O)NCC2CCCO2)N(C(=O)Cn2nnc3ccccc32)c2ccc(C(C)=O)cc2)ccc1O (stereo unspecified)	-5	-1	0	-5	2	-10	-4

5 structures already listed, sorted by heavy-atom count, high to low:
SMILES	miR122 inh	ERp5 inh	SIRT5 block	ARNT-TACC3 inh	esBAF inh	Statin myotox sup	Cneo AK release
COc1cc(C(C(=O)NCC2CCCO2)N(C(=O)Cn2nnc3ccccc32)c2ccc(C(C)=O)cc2)ccc1O (stereo unspecified)	-5	-1	0	-5	2	-10	-4
CCCCNC(=O)CCc1c(C)nc2nc(-c3cc(OC)cc(OC)c3)nn2c1C	3	x	x	-6	10	x	7
O=C(COC(=O)c1ccc(O)cc1O)Nc1cccc2ccccc12	4	-11	1	0	9	4	-1
CN(CC(=O)NCc1cccnc1)S(=O)(=O)c1ccc(F)cc1	-3	3	-2	6	-4	1	0
N/C(Cc1ccc(Cl)cc1)=N\OC(=O)c1ccccc1	-3	11	-3	x	x	x	2

The list continues.
SMILES	miR122 inh	ERp5 inh	SIRT5 block	ARNT-TACC3 inh	esBAF inh	Statin myotox sup	Cneo AK release
COCCNS(=O)(=O)c1ccc(-c2ccc(Cl)cc2)cc1	x	2	0	2	x	x	x
COC(=O)c1ccc2c(=O)n(-c3ccccc3)c(=S)[nH]c2c1	x	-4	-6	-1	x	x	x
CC(=O)OC(C)(C)C1Cc2cc3ccc(=O)oc3cc2O1 (stereo unspecified)	x	-4	-22	-9	16	3	7
CCOC(=O)c1c(-c2ccsc2)csc1N	-1	x	x	6	-10	-9	x
CC(C)C[C@@H](C(=O)N[C@@H](C(=O)O)c1ccccc1)N1C(=O)N2CCc3c([nH]c4ccccc34)[C@@]2(C)C1=O	-3	2	2	-9	-2	-8	0
CCc1cc2c(C)cc(C)cc2nc1SCC(=O)Nc1cc(C)on1	7	1	-2	0	6	-10	-6
COc1ccc(C(=O)NNC(=O)CNC(=O)C2CCCCC2)cc1	1	7	-4	-7	-8	3	1
Cc1cc(C)c(C#N)c(SCCN2CCOCC2)n1	x	2	-3	2	3	-8	x
Cc1cc(F)cc(-c2cc(C(=O)NCc3ccco3)[nH]n2)c1	-9	-5	0	x	26	3	0
Cc1noc(C)c1S(=O)(=O)N(C)C[C@@H]1OCCCC[C@@H](C)Oc2ccc(NC(=O)Nc3ccc4c(c3)OCO4)cc2C(=O)N([C@H](C)CO)C[C@@H]1C	-5[16.7 µM]	x	x	25	1	x	-5
COc1ccc(S(=O)(=O)N(C)C[C@H]2Oc3c(NC(=O)C4CCCCC4)cccc3C(=O)N([C@H](C)CO)C[C@@H]2C)cc1	4[16.7 µM]	-1&-2	-1&5	3&4	2&4	54&46	0&0
Cc1nc2ccccn2c(=O)c1NC(=O)c1ccco1	-1	2	x	x	2	9	1
CS(=O)(=O)N1C[C@H](O)COC[C@@H]2O[C@@H](CC(=O)NCc3ccc(-c4ccccc4)cc3)CC[C@H]21	2[16.7 µM]	-6	x	7	5	4	-2
COCCN(C(=O)C1CCC1)c1nnc(-c2cccnc2)s1	-6	x	x	-6	-5	-3	0
O=C(CCCC(=O)N/N=C\c1ccccn1)N/N=C\c1ccccn1	x	4	13	15	x	x	x
COc1ccccc1CNC(=O)CSc1nc(C)cs1	x	0	7	0	x	x	x
Cc1cccc(NC(=O)Cn2c(=O)n(CC3CCCO3)c(=O)c3ccccc32)c1 (stereo unspecified)	x	3	-1	-20	-4	14	-1
O=C(N/N=C/c1ccc(N2CCOCC2)cc1)c1ccc(NS(=O)(=O)c2cccs2)cc1	-3	-4	11	0	6	-1	-2
O=CNC(Cc1ccccc1)C(=O)O (stereo unspecified)	-3	x	x	-1	-8	4	-1
CCC(=O)Nc1ccc2c(c1)C(=O)N(C)[C@@H]1CC[C@@H](CC(=O)NCC3CC3)O[C@@H]1CO2	5[16.7 µM]	48*	3	-20	4	3	-1
O=C(CSc1nnc(NC(=O)c2ccc(F)cc2F)s1)NC1CCCC1	-1	-2	-1	-4	9	2	3
C/C=C/c1ccc([C@H]2[C@H](CO)N3CCCCN(S(=O)(=O)c4cccc(C)c4)C[C@@H]23)cc1	-1[16.7 µM]	2	1	-3	-7	-44	3
COc1ccc(NC(=O)N(C)C[C@H]2Oc3ccc(NC(=O)Nc4c(C)noc4C)cc3C(=O)N([C@@H](C)CO)C[C@H]2C)cc1	-1[16.7 µM]	x	x	6	-1	27	-1
O=C(COC(=O)c1cc[n+]([O-])cc1)Nc1c(Cl)cccc1C(F)(F)F	-3	-2	-2	-2	-1	6	2
COCC(=O)N(C)C[C@@H]1Oc2ncc(C#Cc3ccc(F)cc3)cc2C(=O)N([C@H](C)CO)C[C@H]1C	-2[16.7 µM]	0	1	-3	2	18	-6
O=C(NC12CC3CC(CC(C3)C1)C2)N1CCN(C2CCCCC2)CC1	17	-5	-9	-3	x	x	x
Cc1cc2n(n1)SC(Nc1cc(Cl)ccc1Cl)N2 (stereo unspecified)	2	x	x	-6	6	-10	23
NC(=O)CCC1NC(=S)N(Cc2ccccc2)C1=O (stereo unspecified)	x	4	0	-2	x	x	x
NC(=O)C1CCN(c2nc(C3CC3)nc3c2nnn3Cc2ccccc2Cl)CC1	3	x	x	7	-1	u	-2
O=C(OCCN(C1=NS(=O)(=O)c2ccccc21)c1ccc(Cl)cc1)c1ccco1	8	x	x	0	-4	-15	0
Cn1c(CC(=O)Nc2ccccc2Cl)nnc1SCC(=O)NC1=NCCS1	0	5	-3	-14	-9	-6	-3

Screening data: PubChem BioAssay, Broad Institute
